Screens deposited in PubChem BioAssay by several laboratories.
VHR inh abs = blocks human VHR1 dual specificity phosphatase; recombinant VHR phosphatase, pNPP absorbance; inhibition, % at 13.3 µM; 290,000 tested, 0.52% active; in the data active = inhibition above about 50%; also: some compounds called inactive have numbers as strong as hits
Target sequence (P51452 whole entry, looked up): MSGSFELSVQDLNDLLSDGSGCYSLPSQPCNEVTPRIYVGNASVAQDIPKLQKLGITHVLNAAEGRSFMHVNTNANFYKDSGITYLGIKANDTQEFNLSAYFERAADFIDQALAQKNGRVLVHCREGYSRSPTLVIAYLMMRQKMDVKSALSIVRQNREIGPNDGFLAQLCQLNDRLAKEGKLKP
MazF activator = increases E. coli MazEF RNase cleavage of RNA. 350,000 tested, 0.32% active. P0AE70. FAM/BHQ RNA-DNA oligo cleavage fluorescence, 5 h. activation, % at 20 µM; in the data active = activation above about 50%
Target sequence (P0AE70 whole entry, looked up): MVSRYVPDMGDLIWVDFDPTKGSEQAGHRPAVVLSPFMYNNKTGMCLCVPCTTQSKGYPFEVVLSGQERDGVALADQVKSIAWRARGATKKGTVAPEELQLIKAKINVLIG
SSB-PriA inh = blocks PriA binding to SSB C-terminal tail | AlphaScreen SSBct-PriA binding, biotinylated peptide | 430,000 tested, 0.6% active | AID 1272365 | inhibition, % at 33 µM; in the data active = inhibition mostly above about 37%, no sharp cut-off; inactive = mostly below about 20%;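 also: plate controls were negative control peptide for no effect and reference peptide for full effect; strong numbers were not always called active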
TcdB inh = blocks C. difficile toxin B glycohydrolase activity. 350,000 tested, 0.24% active. TcdB glycohydrolase enzymatic assay, plate reader. AID 652162. inhibition, % at 9.99 µM; in the data active = inhibition above about 10%
CCHFV vOTU inh = blocks the CCHF virus ovarian tumor domain protease | 370,000 tested, 0.55% active | inhibition, % at 11.5 µM | CCHFV vOTU protease, Pep-AMC fluorescence; in the data active = inhibition above about 30%; also: 0% = vehicle wells with enzyme and 100% = no enzyme wells
SARS 3CLpro inh = SARS-CoV 3CLpro protease inhibition; 290,000 tested, 0.14% active; AID 1706; recombinant SARS-CoV 3CLpro, quenched FRET peptide cleavage; P0C6X7; inhibition, % at 6 µM; in the data active = inhibition above about 12%
Vc quorum ag = inducers of Vibrio cholerae quorum light production without autoinducers. 350,000 tested, 0.16% active. V. cholerae BH1578 lux reporter, luminescence, 6 h. AID 588436. activation, % at 18.7 µM; in the data active = activation mostly above about 9.7%, no sharp cut-off; also: not every result past the cut was called active; inactives centre near 0; reference of the scale not given here
Yp Topo-I inh = inhibitors of Yersinia pestis topoisomerase I. AID 504884. 360,000 tested, 0.064% active. Y. pestis Topo-I cleavage product accumulation, plate reader. activity, % at 10 µM; in the data active = activity above about 50%, passing the limit was not always enough; also: inactives centre near 2
PrPC surface inh = cell surface PrPC inhibition, primary TR-FRET screen; TR-FRET read-out; inhibition, % at 13.8 µM; 370,000 tested, 0.43% active; in the data active = inhibition above about 24%; also: 0% = median of the test wells and 100% = reference compound wells
Rv3671c protease = inhibitors of M. tuberculosis serine protease Rv3671c | inhibition, % at 5.96 µM | 320,000 tested, 0.048% active | AID 2606; in the data active = inhibition above about 38%;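 also: extracellular domain of Rv3671c used as enzyme; 0% = enzyme with DMSO and 100% = no enzyme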
Target sequence (P9WHR9 whole entry, looked up, the tested form may be a part): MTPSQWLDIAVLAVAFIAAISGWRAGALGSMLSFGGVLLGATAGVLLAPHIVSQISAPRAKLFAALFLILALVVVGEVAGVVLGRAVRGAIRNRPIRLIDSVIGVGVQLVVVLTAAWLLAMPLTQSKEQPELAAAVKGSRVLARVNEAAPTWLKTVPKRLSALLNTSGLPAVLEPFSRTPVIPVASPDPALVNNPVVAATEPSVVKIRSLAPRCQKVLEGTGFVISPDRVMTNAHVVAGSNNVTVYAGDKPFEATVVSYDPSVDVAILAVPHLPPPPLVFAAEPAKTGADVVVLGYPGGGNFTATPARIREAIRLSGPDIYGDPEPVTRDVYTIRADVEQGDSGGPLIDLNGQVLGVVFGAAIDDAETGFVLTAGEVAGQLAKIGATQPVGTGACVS
Starred values were filed as active, the others as inactive; i = inactive; / = no result given; & = joins results of further samples. The list is partial; the hit share may differ from the screen's.

Structure	Rv3671c protease	Vc quorum ag	TcdB inh	MazF activator	VHR inh abs	CCHFV vOTU inh	SARS 3CLpro inh	SSB-PriA inh	PrPC surface inh	Yp Topo-I inh
O=C1N[C@@H](Cc2ccccc2)COC(=O)[C@H](Cc2ccc(F)cc2)C/C=C\C[C@H]1CC(=O)N(CCO)Cc1ccccc1	3.2	-0.2	2.0	-0.1	/	13.9	/	-5.4	-3.7	17.9
Cc1cccc(N2CCN(C(=O)c3ccncc3)CC2C)c1 (stereo unspecified)	10.2	-0.1	/	3.6	-4.6	-17.0	2.9	-3.9	0.2	-1.8
O=C(c1noc2c1CCCC2)N1CCCCC1	4.7	-0.2	1.6	-1.9	-7.5	-3.7	-0.3	-10.2	-3.5	-2.2
CCn1cc([N+](=O)[O-])nc1C	-2.9	0.0	/	1.8	-13.4	-6.4	-6.1	-5.3	-1.5	-2.7
CC1CC(C(F)F)n2nc(C(=O)O)cc2N1 (stereo unspecified)	4.5	-0.3	/	-0.6	-4.1	5.0	3.5	-15.6	6.2	-6.6
COc1ccc(C=NNc2nc3c([nH]2)c(=O)n(C)c(=O)n3C)cc1	/	-1.8	-0.2	4.1	/	6.5	/	-14.5	-11.9	-7.7
COc1ccc([N+](=O)[O-])cc1NC(=O)Cc1ccc(Cl)cc1	-4.3	0.0	/	3.6	-10.1	5.1	-2.6	-11.6	-17.1	-3.6
O=C(Nc1ccc(-c2nnc3n2CCCCC3)cc1)c1cc2ccccc2o1	5.4	i	0.5	-1.3	4.2	0.4	-2.8	-0.2	-2.8	6.7
O=C(CN1CCCCC1)n1c2ccccc2c2ccccc21	-2.6	-0.2	-0.2	0.7	-0.7	-8.4	7.9	-14.5	-3.2	9.3
O=C(Nc1ccc(Cl)cc1)c1csc([C@H]2C[C@H](O)[C@@H](CO)O2)n1	/	-0.4	1.0	/	/	6.3	/	/	10.1	2.5
COC(=O)C1=C(C)N=C2SCCC(=O)N2C1c1cccs1 (stereo unspecified)	0.1	i	/	2.1	-8.3	-1.0	-5.0	17.0&-20.6	-0.7	1.6
CCN(Cc1ccccc1)S(=O)(=O)c1ccc(S(=O)(=O)N(Cc2cccc(OC)c2)CC2CCCO2)cc1 (stereo unspecified)	-6.8	i	0.5	-6.6	-17.1	-0.7	-0.2	-8.6	-5.4	13.4
COc1ccccc1CC(=O)NC(=O)c1ccccc1O	-13.4	-1.9	2.5	2.0	1.9	-4.8	0.0	-1.7	3.0	3.9
CC(C)CN1C(=O)N(c2ccc(Cl)cc2)C(C)(O)CC1(C)C (stereo unspecified)	-0.5	-0.6	-5.4	-1.3	-6.7	14.7	5.2	-6.0	9.2	6.7
COc1cc(/C=C/C(=O)Nc2ccc(S(=O)(=O)Nc3onc(C)c3C)cc2)cc(OC)c1OC	/	-5.0	-0.2	-0.9	/	21.8	/	-1.1	-6.3	-0.3
Cn1c(SCC(=O)N2CCCc3ccccc32)nnc1-c1cccs1	-0.2	i	/	9.2	-8.2	-1.9	0.0	-5.6	-0.1	-3.8
Nc1ncnc2c1ncn2[C@@H]1O[C@H](CNS(=O)(=O)c2cc(S(=O)(=O)c3ccccc3)cs2)[C@@H](O)[C@H]1O	/	-1.9	3.4	3.5	/	4.5	/	-1.8	-3.1	-2.8
Cc1ccc2c(CC(=O)N3CCc4ccccc43)coc2c1	-6.9	-0.3	/	1.4	8.1	8.4	-3.9	-1.5	1.1	4.8
O=C(Cc1ccccc1)NCC(=O)N1CCCC1	-4.2	-0.5	1.3	4.0	5.8	9.0	-5.8	-2.7	-6.5	11.1
CC1=C(C(=O)Nc2ccccc2C(=O)NC2CCCCC2C)SCCO1 (stereo unspecified)	-2.7	-0.4	1.0	4.0	25.3	6.2	-0.3	2.5	4.4	-4.2
O=C(CSc1nc2ccccc2c(=O)n1Cc1ccco1)c1ccccc1	-27.0	-1.8	/	-10.8	-19.4	0.5	-3.6	-8.0	1.5	24.1
O=C(c1cc2cc(F)ccc2[nH]1)N1CCCC(Nc2ccc(F)cc2)C1 (stereo unspecified)	1.0	0.1	-3.9	1.2	20.2	-3.5	3.5	19.6	3.8	4.3
COc1ccc(CCNC(=O)CN2C(=O)NC3(CCCCC3C)C2=O)cc1 (stereo unspecified)	1.6	i	0.4	1.4	/	-7.0	/	-1.6	-11.9	4.2
O=C(O)CC1SC(=O)N(Cc2ccccc2)C1=O (stereo unspecified)	5.1	i	/	8.8	18.7	-16.1	-3.4	-8.0&-7.8	-0.9	11.4
O=C(Cn1nnc2ccccc2c1=O)N[C@@H](Cc1c[nH]c2ccccc12)C(=O)O	-0.1	-0.3	1.0	4.8	7.5	-9.2	-0.9	0.1	1.6	-4.8
CCOC(=O)COc1ccc2c(C)cc(=O)oc2c1C(=O)c1ccccc1	-3.3	-0.5	0.7	4.9	9.8	-8.7	-1.2	-7.2	9.6	0.0
O=C(OCC(=O)N1CCc2ccccc21)[C@@H]1CC(O)CN1S(=O)(=O)c1ccc(Cl)cc1 (stereo partly specified)	7.1	0.5	2.1	3.3	/	5.9	/	-1.1	6.5	20.7
CCc1nc2scc(-c3ccccc3)c2c(=O)n1N	-3.5	0.6	/	-1.4	-8.6	-3.5	3.6	5.0	0.3	7.1
Cc1ccc(NC(=O)COC(=O)c2ccc([N+](=O)[O-])o2)cc1S(=O)(=O)N1CCCCC1	-2.8	i	0.0	1.7	3.5	8.4	-2.4	3.1	-17.1	-8.5
COc1cccc(CNC(=O)CN2C(=O)CSc3ccc(S(=O)(=O)N4CCOCC4)cc32)c1	5.0	i	1.1	2.8	1.8	3.0	4.9	10.7	-1.1	1.2
O=C1C(=O)N(CCO)C(c2cccc(F)c2)/C1=C(\O)c1ccc(Cl)cc1 (stereo unspecified)	-1.3	i	/	2.6	9.6	12.3	2.1	/	1.4	2.5
Cc1ccc(-n2c(C)n[nH]c2=S)cc1	-5.8	-0.1	/	-8.5	20.9	6.7	-3.8	0.2	0.9	-2.8
CCOC(=O)C1=C(c2ccccc2)NC(=S)NC1c1cc([N+](=O)[O-])ccc1OC (stereo unspecified)	-4.4	-3.0	/	-3.3	9.5	22.5	-3.4	-2.0	-6.8	-4.6
COC(=O)c1ccccc1NC(=O)CSCC(=O)Nc1ccc(F)cc1	-11.3	-0.4	1.3	-0.3	24.9	/	-1.7	-7.3	/	-0.1
COc1ccc(CN(C)C(=O)c2ccc(Oc3ccccc3)cc2)cc1F	-1.6	-0.2	1.2	-3.5	17.0	12.9	3.0	-15.7	-9.3	45.5
CCN1CCN(C(=O)/C=C/c2ccc(OC)cc2)CC1	7.5	i	0.6	-25.9	0.3	-13.2	0.1	7.3	-12.6	-2.8
COc1cc(/C=C2\CCC(C3CCCC3)C2=O)ccc1OC(C)C (stereo unspecified)	1.8	i	0.3	-6.0	/	4.7	-2.1	-12.4	-1.0	3.7
CCCCC(=O)Nc1ccc(C(=O)N2CCN(C)CC2)cc1	0.1	6.0	/	3.6	-25.4	3.3	-1.4	-6.7	3.2	-1.5
Cc1c(NC(=O)C2CCCN2S(=O)(=O)c2cccc3nsnc23)cccc1C(=O)O (stereo unspecified)	0.7	-0.3	0.5	-0.6	0.4	-1.2	-3.5	-2.5	-27.9	7.3
O=C(CN1C(=O)c2ccccc2C1=O)NC1CCS(=O)(=O)C1 (stereo unspecified)	/	-0.5	0.8	2.1	/	-3.9	/	/	0.7	0.2
CNC(=O)c1csc(Cc2c(Cl)sc3ccc(Cl)cc23)n1	-4.8	i	-0.7	-7.4	12.7	8.1	3.5	-0.9	0.9	9.6
CCNc1nc(NCC)nc(OCC(=O)O)n1	1.7	-3.6	0.1	6.2	24.5	-1.8	0.7	0.8	-1.8	11.3
COc1ccc(C(=O)N2CCN(C(=O)c3ccc(-c4ccccc4)cc3)CC2)cc1OC	-4.4	-0.3	0.1	-23.2	-5.7	-0.7	2.1	-1.9	-1.9	6.5
CC(=O)Oc1cccc(NC(=O)c2cccc(C(=O)Nc3cccc(OC(C)=O)c3)c2)c1	-23.9	-1.2	0.1	2.0	19.3	-9.3	0.8	1.5	0.6	-8.7
COc1cc(CNc2ccc3[nH]c(=O)[nH]c3c2)ccc1OCc1ccc(C)cc1	/	-1.1	3.2	-0.7	48.3	-4.8	-3.8	10.8	-17.5	3.3
O=[N+]([O-])c1ccc(CSc2nnc(SCc3ccccc3)s2)cc1	-10.9	i	0.2	-3.9	-10.8	22.4	0.5	0.9	8.8	22.6
CC(CCc1ccccc1)NC(=O)COC(=O)c1cccc2ccccc12 (stereo unspecified)	-2.6	-0.2	/	-3.0	-8.5	14.0	2.4	-32.2	-9.5	8.4
COc1ccc2nc(-c3ccco3)c(-c3ccco3)nc2c1	-1.4	i	-2.1	-6.8	-8.8	62.6*	0.8	3.9	-18.4	-5.4
CC1CCC(NC(=O)c2cc3c(s2)CCCC3)CC1 (stereo unspecified)	-6.9	i	0.7	-5.0	/	5.2	/	1.3	49.9*	0.8
CCN(CC)c1ccc(/C=N/OCC(=O)N2CCCc3ccccc32)cc1	10.8	i	/	-5.5	39.1	9.1	1.3	/	-6.9	35.9
C/C(=N\N1CCN(c2ccccc2)CC1)c1ccc(O)cc1	/	-1.4	1.0	2.8	76.8	9.1	-4.5	/	1.7	4.1

6 structures from above, ordered by formula weight, falling:
Structure	Rv3671c protease	Vc quorum ag	TcdB inh	MazF activator	VHR inh abs	CCHFV vOTU inh	SARS 3CLpro inh	SSB-PriA inh	PrPC surface inh	Yp Topo-I inh
CCOC(=O)C1=C(c2ccccc2)NC(=S)NC1c1cc([N+](=O)[O-])ccc1OC (stereo unspecified)	-4.4	-3.0	/	-3.3	9.5	22.5	-3.4	-2.0	-6.8	-4.6
COc1cc(CNc2ccc3[nH]c(=O)[nH]c3c2)ccc1OCc1ccc(C)cc1	/	-1.1	3.2	-0.7	48.3	-4.8	-3.8	10.8	-17.5	3.3
O=[N+]([O-])c1ccc(CSc2nnc(SCc3ccccc3)s2)cc1	-10.9	i	0.2	-3.9	-10.8	22.4	0.5	0.9	8.8	22.6
COc1ccc(CN(C)C(=O)c2ccc(Oc3ccccc3)cc2)cc1F	-1.6	-0.2	1.2	-3.5	17.0	12.9	3.0	-15.7	-9.3	45.5
CC(CCc1ccccc1)NC(=O)COC(=O)c1cccc2ccccc12 (stereo unspecified)	-2.6	-0.2	/	-3.0	-8.5	14.0	2.4	-32.2	-9.5	8.4
COc1cc(/C=C2\CCC(C3CCCC3)C2=O)ccc1OC(C)C (stereo unspecified)	1.8	i	0.3	-6.0	/	4.7	-2.1	-12.4	-1.0	3.7
